MRP reversal: MRP-mediated drug resistance reversal | H69AR cells + 2 uM doxorubicin, CellTiter-Glo, 72 h | differential viability (reversal), % at 10 µM | actives 0.04% (n = 85,000);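 active = viability drop by adding the cancer drug above about 55%, with treated viability meeting a 40% cutoff, limit read from the data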;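 also: viability without doxorubicin minus viability with 2 µM doxorubicin for each compound; larger differential means the compound sensitizes cells more to doxorubicin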
MRP reversal cytotoxicity: recorded beside MRP reversal, whose call it bears; viability, %; H69AR cells, CellTiter-Glo, 72 h; measured here: cytotoxicity without doxorubicin
MRP reversal with doxorubicin: also measured in MRP reversal; calls as there; viability, %; measured here: viability with 2 uM doxorubicin; active compounds read low
* marks the source's active call; other numbers are inactive results.

Values in the order – MRP reversal, MRP reversal cytotoxicity, MRP reversal with doxorubicin
> CC1Cc2ccccc2N1NC(=O)c1ccc(Cl)c(S(N)(=O)=O)c1 (configuration not stated)
    -10.4, 87.2, 97.6
> CN1CCCN=C1COC(=O)C(O)(c1ccccc1)C1CCCCC1 (configuration not stated)
    -1.3, 91.8, 93.1
> COc1ccc(C2CNC(=O)C2)cc1OC1CCCC1 (configuration not stated)
    2.2, 88.9, 86.7
> O=C(O)c1cccnc1Nc1cccc(C(F)(F)F)c1
    -8.7, 89.5, 98.1
> CCCCCC(=O)O[C@]1(C(C)=O)CC[C@H]2[C@@H]3CCC4=CC(=O)CC[C@]4(C)[C@H]3CC[C@@]21C
    2.1, 4.8, 2.7
> CCn1cc(C(=O)O)c(=O)c2cnc(N3CCNCC3)nc21
    8.9, 97.7, 88.8
> C1COC(NC(C2CC2)C2CC2)=N1
    -7.7, 77.6, 85.4

Sorted by number of heavy atoms (smallest number first): 3 of the compounds above.
Values in the order – MRP reversal, MRP reversal cytotoxicity, MRP reversal with doxorubicin
> C1COC(NC(C2CC2)C2CC2)=N1
    -7.7, 77.6, 85.4
> O=C(O)c1cccnc1Nc1cccc(C(F)(F)F)c1
    -8.7, 89.5, 98.1
> CN1CCCN=C1COC(=O)C(O)(c1ccccc1)C1CCCCC1 (configuration not stated)
    -1.3, 91.8, 93.1

Screening results deposited in PubChem by SRMLSC.

An excerpt; count on the stated rates, not on these rows.
